Screening results from PubChem.
IMP-1 inhibitor – inhibitors of Pseudomonas aeruginosa IMP-1 metallo-beta-lactamase; purified IMP-1, nitrocefin hydrolysis, epi-absorbance fluorescence; 290,000 tested, 0.45% active; inhibition, % at 5.6 µM; AID 1556;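 active = inhibition above the mean plus 3 SD of all compounds in the same screening run, cut at about 4.5% in these data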;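 note: 0% = IMP-1 with DMSO and 100% = DMSO wells lacking enzyme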
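System: Purified IMP-1 | Read-out basis: Percent enzyme inhibition | Controls: IMP-1 with DMSO as 0%, enzyme-free DMSO as 100% | Replicates: One well per compound | Doses: 5.6 µM nominal single concentration | Detection: Epi-absorbance fluorescence, 480 nm excitation, 530 nm emission | Incubation: 25 °C, 15 min preincubation, 25 min reaction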
PfM18AAP inh – PfM18AAP enzyme inhibition | recombinant PfM18AAP, H-Glu-NHMec fluorogenic cleavage | inhibition, % at 7.35 µM | 290,000 tested, 1.2% active | AID 1822;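 active = inhibition above the campaign mean inhibition over all tested compounds plus 3 SD, cut at about 28% in these data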;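 note: 0% = plate median of test compound wells and 100% = 2 mM ZnCl2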
IDE cell inh – cellular human IDE inhibition. HEK cells, FAbetaB cleavage, fluorescence polarization. P14735. inhibition, % at 5.59 µM. 320,000 tested, 0.41% active;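 active = percent inhibition above the average of all tested compounds plus 3 SD, set per screening campaign, cut at about 16% in these data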;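 note: IDE supplied by intact live HEK cells; FP after avidin binding of uncleaved biotin substrate so inhibition keeps polarization high; 0% = DMSO wells and 100% = 60 µM reference IDE inhibitor Ii1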
DNA FID counter – displaces DNA intercalator in HCV helicase counter-screen; DNA fluorescent intercalator displacement, fluorescence; inhibition, % at 7.9 µM; 290,000 tested, 0.17% active; in the data active = inhibition above about 37%;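 note: 0% = vehicle and 100% = reference compound; higher means more ethidium bromide displaced from hairpin DNA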
pCIP destab – lowers stability of the mouse p/CIP coactivator protein; AID 1984; decrease of EGFP signal, % at 10 µM; 290,000 tested, 0.01% active; F442A p/CIP-EGFP cells, EGFP fluorescence, 16 h;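 active = EGFP signal decrease of at least 30% at 10 µM or well 3 SD below plate mean, unless failing retest; inactive = the rest, including hits failing retest or dose response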; note: some compounds called inactive have numbers as strong as hits; many of its hits are not listed in these tables
Target sequence (Q05BA5 1-1403): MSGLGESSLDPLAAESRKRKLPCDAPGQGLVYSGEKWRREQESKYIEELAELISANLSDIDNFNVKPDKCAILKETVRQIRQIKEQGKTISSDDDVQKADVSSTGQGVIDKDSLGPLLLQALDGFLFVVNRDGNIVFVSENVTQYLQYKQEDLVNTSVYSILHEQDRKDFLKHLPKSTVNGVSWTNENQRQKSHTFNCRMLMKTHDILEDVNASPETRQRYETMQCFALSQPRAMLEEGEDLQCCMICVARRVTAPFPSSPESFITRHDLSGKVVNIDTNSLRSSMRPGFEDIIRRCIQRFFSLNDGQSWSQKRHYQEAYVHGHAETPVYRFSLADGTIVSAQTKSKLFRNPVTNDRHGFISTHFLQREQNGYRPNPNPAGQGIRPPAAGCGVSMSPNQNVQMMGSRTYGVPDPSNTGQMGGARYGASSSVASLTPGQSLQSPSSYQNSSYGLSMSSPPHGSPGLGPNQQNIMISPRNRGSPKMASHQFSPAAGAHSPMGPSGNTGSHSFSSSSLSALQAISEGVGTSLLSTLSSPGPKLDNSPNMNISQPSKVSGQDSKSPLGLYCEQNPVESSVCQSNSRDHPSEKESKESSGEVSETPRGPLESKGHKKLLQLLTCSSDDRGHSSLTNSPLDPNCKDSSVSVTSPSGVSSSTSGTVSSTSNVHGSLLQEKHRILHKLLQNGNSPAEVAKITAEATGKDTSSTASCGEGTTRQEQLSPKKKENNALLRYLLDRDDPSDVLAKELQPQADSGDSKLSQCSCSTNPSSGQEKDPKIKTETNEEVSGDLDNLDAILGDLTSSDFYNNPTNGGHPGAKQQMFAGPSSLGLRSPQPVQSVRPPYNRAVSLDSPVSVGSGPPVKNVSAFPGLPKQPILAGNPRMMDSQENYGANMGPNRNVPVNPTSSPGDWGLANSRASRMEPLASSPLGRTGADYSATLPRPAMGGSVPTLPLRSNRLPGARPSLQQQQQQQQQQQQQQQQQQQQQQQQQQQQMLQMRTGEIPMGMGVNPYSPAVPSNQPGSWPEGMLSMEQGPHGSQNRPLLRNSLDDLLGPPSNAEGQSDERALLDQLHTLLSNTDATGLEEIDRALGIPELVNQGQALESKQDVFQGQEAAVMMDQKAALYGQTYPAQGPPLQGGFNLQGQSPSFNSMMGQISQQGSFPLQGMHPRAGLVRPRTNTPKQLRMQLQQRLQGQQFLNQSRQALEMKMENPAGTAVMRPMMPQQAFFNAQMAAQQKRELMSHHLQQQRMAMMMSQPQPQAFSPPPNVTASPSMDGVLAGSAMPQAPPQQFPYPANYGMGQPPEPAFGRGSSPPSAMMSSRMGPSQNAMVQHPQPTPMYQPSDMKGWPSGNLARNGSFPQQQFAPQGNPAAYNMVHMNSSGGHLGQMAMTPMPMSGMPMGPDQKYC
VIM-2 inhibitor – inhibitors of Pseudomonas aeruginosa VIM-2 metallo-beta-lactamase. purified VIM-2, nitrocefin hydrolysis, epi-absorbance fluorescence. inhibition, % at 5.6 µM. 290,000 tested, 0.89% active. AID 1527;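 active = inhibition above the mean of all tested compounds plus 3 SD, cutoff set per screening run, cut at about 7.5% in these data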;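 note: red hydrolysis product quenches plate fluorescence so inhibitors raise well fluorescence; 0% = enzyme with DMSO and 100% = DMSO without enzyme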
UBC9 SUMO inh – blocks human SUMOylation mediated by UBC9. P63279. inhibition, % at 35 µM. HTRF SUMOylation assay, SAE1/SAE2 + UBC9, in vitro. AID 2006. 290,000 tested, 0.36% active; in the data active = inhibition above about 50%, passing the limit was not always enough; note: strong numbers were not always called active
HCV NS3 hel inh – HCV NS3 helicase inhibition; inhibition, % at 10.9 µM; AID 1800; NS3 helicase DNA unwinding, Cy5 molecular beacon fluorescence; 290,000 tested, 0.56% active;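 active = inhibition above the mean of all tested compounds plus 3 SD, set per campaign, cut at about 35% in these data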;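 note: 0% = DMSO wells and 100% = thioflavine S control wells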
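Assay system: hepatitis C virus NS3 helicase domain fragment enzyme. Also added: annealed dual-labelled DNA beacon duplex, ATP-started. Timing: 1 h reaction at 25 °C, ATP-initiated. Technique: Cy5 fluorescence at 0 and 60 min, beacon hairpin quenching. Evaluation: % inhibition of unwinding. Replication: one well per compound.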
IDE act – boosts human insulin-degrading enzyme activity in HEK cells | FAbeta-B cleavage, fluorescence polarization; 0% vehicle, 100% cell-free pure enzyme wells | 340,000 tested, 0.073% active | P14735 | activation, % at 5.96 µM;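 active = activation above the mean of all tested compounds plus 3 SD, set per screening campaign, cut at about 17% in these data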
An asterisk follows results filed as active; / = not tested or not shown.

SMILES	IMP-1 inhibitor	PfM18AAP inh	IDE cell inh	DNA FID counter	pCIP destab	VIM-2 inhibitor	UBC9 SUMO inh	HCV NS3 hel inh	IDE act
COCCN(CCNC(=O)c1ccc(NC2=NC3CS(=O)(=O)CC3S2)cc1)Cc1ccco1 (stereo unspecified)	-3.6	6	5	-5	3	-0.7	-3	4	4
Cn1nc(-c2ccc(OCC(N)=O)cc2)c2ccccc2c1=O	-4.0	1	2	-2	-6	13*	14	1	8
N#C/C(=C\c1ccc(F)cc1)c1nc(-c2ccco2)cs1	-0.9	2	-2	-4	-86	-5.4	49	3	0
Fc1ccc(-c2ccc(Nc3cccc(F)c3)nn2)cc1	-2.6	-6	1	0	-13	-0.7	-7	-5	3
CCOC(=O)CSc1n[nH]c(NS(=O)(=O)c2ccccc2C(F)(F)F)n1	-2.3	-33	-6	-6	-7	-2.6	-2	-4	7
O=C(CC1C(=O)NCCN1Cc1ccccc1F)NC1CCCCCC1 (stereo unspecified)	0.0	-6	-1	-27	-16	1.8	-3	7	2
Cc1ccc2oc(C(=O)Nc3ccc(S(=O)(=O)Nc4onc(C)c4C)cc3)c(C)c2c1	-3.2	2	3	-38	1	-3.5	18	-23	-7
COC(=O)CN(n1cnnc1)S(=O)(=O)c1ccccc1	-0.6	78*	-1	3	2	-0.7	3	-3	-2
O=C(O)c1ccc2c(c1)N(Cc1ccc(F)cc1)C(=O)c1ccccc1S2	-1.7	-11	4	-23	4	0.3	22	28	5
CCOC(=O)N1CCN(C(=O)CN2C(=O)NC(c3ccccc3)(c3ccccc3)C2=O)CC1	-3.0	0	-8	-44	-4	-1.1	19	3	4
Cc1c(-c2ccccc2)sc(N)c1C(=O)N1CCOCC1	-2.0	36*	5	-4	-3	-0.8	-4	0	1
c1ccc2c(c1)ccc1nnc(SCc3ccc4c(c3)OCCO4)n12	-4.8	3	-1	-22	4	1.5	13	-13	0
CC(=O)Nc1cccc(C(=O)OCN2C(=O)c3ccccc3C2=O)c1	-2.7	1	/	-8	-12	-2.8	3	5	4
O=C(Nc1ccc(Cl)c(-c2nc3ccccc3[nH]2)c1)c1ccc2c(c1)OCO2	-2.2	-10	4	-5	1	-2.2	-26	-32	-2
COc1ccc(CCNC(=O)CNS(=O)(=O)c2ccc(F)c(Cl)c2)cc1OC	-0.1	9	0	-35	3	1.7	13	5	5
Cc1nn(Cc2ccc(Cl)cc2)c(Cl)c1/C=N/NC(=O)c1cccnc1	-4.0	-5	4	-19	-6	-2.2	4	1	-2
O=C(Nc1ccc(NC(=O)c2cccs2)cc1)c1ccco1	-1.6	1	-2	0	-11	-1.1	24	2	2
CCOC(=O)CNC(=O)N1CCCC(CCC(=O)NCc2ccc(F)c(F)c2)C1 (stereo unspecified)	-1.5	0	-7	-5	-7	-1.4	-5	5	3
CCC(=O)NC(c1cccc([N+](=O)[O-])c1)c1c(OC(C)=O)ccc2ccccc12 (stereo unspecified)	-3.0	-11	-1	-24	-2	-1.1	-2	-11	-2
O=C(COC(=O)CCc1nc2ccccc2c(=O)[nH]1)Nc1ccc(N2CCOCC2)cc1	-3.6	-17	4	-9	-13	-2.3	19	-3	2
CCOC(=O)CC1(CC(=O)OCC)NC(=O)c2c(C)sc(C(=O)OCC)c2N1	-2.5	3	-2	-26	-26	-2.2	22	1	3
Cc1cc(C)cc(-n2cc[nH]c2=S)c1	-2.4	12	-10	1	-6	-1.4	3	12	-7
COc1ccc(-c2nc(N)ncc2-c2ccccc2)c(O)c1	-2.4	1	-1	-14	0	0.6	-9	-15	3
CCN(C(=S)NC(=O)C1CCCC1)C1CCCCC1	-4.5	-6	10	-9	4	-4.2	6	5	3
Cc1nn(-c2ccccc2)c(C)c1/C=N/N1CCN(c2ccccc2)CC1	-1.9	-14	3	-5	12	1.6	-4	-13	-4
Cc1ccc(/C=N/N=C2/NC(=O)C(CC(=O)Nc3ccccc3)S2)o1 (stereo unspecified)	-2.5	1	0	-7	-1	-4.6	16	1	6
CCCCNC(=O)c1nn2cc(Br)cnc2c1Br	-4.5	0	2	-3	-3	0.2	9	13	/
CN(C)C1(CN=Cc2cc(Cl)cc([N+](=O)[O-])c2O)CCCCC1	5.7*	30*	-5	-7	-11	-3.9	14	33	0
Cc1cc(NC(=O)CN2CC(C)OC(C)C2)n(-c2nc3ccccc3s2)n1 (stereo unspecified)	-2.1	-7	3	-5	-1	-0.8	-12	10	7
CC(C(=O)NCc1ccccc1Cl)N1C(=O)c2ccccc2C1=O (stereo unspecified)	-3.3	-2	6	-11	-9	-3.8	14	6	0
COc1ccc(S(=O)(=O)N2CCCC(C(=O)NCc3ccccc3)C2)cc1 (stereo unspecified)	-3.5	-2	9	-29	-11	-2.3	-4	31	2
COc1ccccc1Oc1ccc(S(=O)(=O)N2CCCCC2C)cc1 (stereo unspecified)	-0.1	-13	-4	-33	-14	0.0	-6	-19	2
COc1ccc(-c2csc(Cc3nc(O)cs3)n2)cc1	-2.1	8	3	-15	-13	-2.1	-3	8	-4
COc1cccc(-c2nc(Oc3cccc(C)c3C)c3ccccc3n2)c1O	-1.4	-1	5	5	4	-3.3	2	-2	-6
Cc1c(Cl)c(-c2n[nH]c(=S)n2CC(C)C)nn1C	-2.6	7	6	-7	-8	3.0	1	-1	0
Cc1ccc(C)c(N2CCN(CCCNC(=O)CCC(=O)N3CCOc4ccc(Cl)cc43)CC2)c1	-2.8	7	-1	28	0	-1.2	-36	-19	/
COc1cccc(/C=N/n2c(-c3n[nH]c4c3CCC4)n[nH]c2=S)c1OC	-2.7	8	3	-8	-2	-2.3	23	2	1
CC(=O)c1ccc(NC(=O)CN2C(=O)/C(=C/C(C)=C/c3ccccc3)SC2=S)cc1	2.2	-1	/	-5	-2	-0.7	1	12	2
Clc1ccc(SCCOCCN2CCCCC2)cc1	-2.5	-2	-1	15	-19	-4.0	22	2	4
Cc1ccccc1C(=O)Nc1cccc(C#N)c1	-1.8	-5	4	-1	-4	-2.0	10	6	0
COC(CNC(=O)c1ccc2c(c1)ncn2-c1ccc(F)cc1F)OC	-2.7	-12	-3	-11	3	-2.9	7	2	-1
COCCCNC(=O)c1sc2ncn(CC(=O)Nc3ccc(C)c(Cl)c3)c(=O)c2c1C	-3.0	-16	-2	-11	0	-1.5	-5	0	5
NC(N)=NS(=O)(=O)c1ccc(N/C=C\C(=O)c2ccncc2)cc1	-3.7	3	1	5	3	-3.9	15	1	-4
O=C1CC(c2ccncc2)c2cc3c(cc2N1)OCCO3 (stereo unspecified)	-1.2	-13	1	-18	-13	0.1	3	0	-3
COC(=O)c1ccccc1NC(=O)C1CC(=O)N(C2CCCCC2)C1 (stereo unspecified)	0.1	0	6	-19	1	-0.4	4	-8	0
Cc1ccc(N2CC(C(=O)N3CCCCC3)CC2=O)cc1C (stereo unspecified)	-1.0	-3	1	-15	-8	-2.5	8	5	0
Cc1ccccc1NC(=O)C1CCN(c2cnccn2)CC1	-1.9	1	6	6	4	-0.2	3	5	-1
CCCc1nc2c(c(=O)c3ccccc3n2C)c(=O)n1-c1ccc(F)cc1	-2.9	0	-1	-15	-8	2.1	5	-4	6
CCOC(=O)CSc1nc(=O)n2ccc(C)cc2n1	-1.9	-14	2	-3	5	-0.1	8	-1	4
CSCCC(NC(=O)c1ccccc1Br)C(=O)Nc1ccc(C)cc1 (stereo unspecified)	-1.4	1	-5	-9	-1	-3.1	10	6	1

2 of these compounds, reformatted:
Cc1cc(NC(=O)CN2CC(C)OC(C)C2)n(-c2nc3ccccc3s2)n1 (stereo unspecified)
  IMP-1 inhibitor = -2.1	PfM18AAP inh = -7	IDE cell inh = 3	DNA FID counter = -5	pCIP destab = -1	VIM-2 inhibitor = -0.8	UBC9 SUMO inh = -12	HCV NS3 hel inh = 10	IDE act = 7
Cc1ccc(C)c(N2CCN(CCCNC(=O)CCC(=O)N3CCOc4ccc(Cl)cc43)CC2)c1
  IMP-1 inhibitor = -2.8	PfM18AAP inh = 7	IDE cell inh = -1	DNA FID counter = 28	pCIP destab = 0	VIM-2 inhibitor = -1.2	UBC9 SUMO inh = -36	HCV NS3 hel inh = -19	IDE act = /

More structures follow:
SMILES	IMP-1 inhibitor	PfM18AAP inh	IDE cell inh	DNA FID counter	pCIP destab	VIM-2 inhibitor	UBC9 SUMO inh	HCV NS3 hel inh	IDE act
C/C(=N\Nc1nc2ccccc2nc1C)c1ccccc1O	-3.5	27	3	-1	-4	-2.6	18	-8	8
Cc1c(CCC(=O)O)c(=O)oc2cc(OCc3cccc(F)c3)ccc12	-2.5	-1	-2	-26	-2	-1.6	10	1	-1
O=C1C(=O)N(CCO)C(c2ccccc2)/C1=C(\O)c1ccccc1 (stereo unspecified)	-5.3	4	4	2	-7	-0.4	3	-1	3
O=C(CN1C(=O)S/C(=C\c2ccccc2)C1=O)NCCCn1ccnc1	-0.3	19	5	7	6	-0.3	11	-5	3
O=C(CCCN1C(=O)c2ccccc2C1=O)Nc1cccc(S(=O)(=O)NC2=NCCC2)c1	-3.1	-3	-1	-8	14	-0.7	-1	1	8
O=C(CNC(=O)c1ccco1)Nc1ccc(S(=O)(=O)N2CCCC2)cc1	-2.3	-4	-4	-4	-7	1.0	24	1	5
O=C(NCc1ccncc1)c1nc(-c2ccc(C(F)(F)F)cc2)no1	-2.5	-14	1	1	3	-2.3	7	-4	2
COc1ccc(Cl)cc1NS(=O)(=O)c1c(C)nc2sccn2c1=O	-0.2	2	4	-8	-8	-3.5	14	2	-5
NC(=O)C1CCN(CC(=O)NC(=O)NC2CCCC2)CC1	0.3	-5	-1	-3	-4	0.0	6	2	1
O=c1cc(-c2ccccc2)nc(N2CCN(Cc3ccc4c(c3)OCO4)CC2)[nH]1	-2.2	0	0	1	-4	-2.2	3	-7	-5
Cc1ccccc1NS(=O)(=O)c1ccc(OCC(=O)NCc2ccccn2)cc1	-3.1	-9	1	-22	-8	-2.0	10	2	6
CC(=O)Nc1ccc(Oc2cncc(Cl)c2)nc1	-3.5	5	1	-4	-14	-3.1	8	7	3
CCN(CC)CCCNC(=O)c1cn(CC)c2ccc(S(=O)(=O)N3CCc4ccccc4C3)cc2c1=O	-1.6	4	5	8	9	2.2	12	-28	-4
COc1cc(/C=N\NC(=O)C2COc3ccccc3O2)cc(OC)c1O (stereo unspecified)	-5.3	2	-2	-13	-17	-3.5	0	-18	5
CNS(=O)(=O)c1cc(S(=O)(=O)NC)c2cccc3c2c1NC3=O	-3.1	2	7	-2	-15	-0.8	46	23	-7
COc1cccc(Nc2nc(-c3sc(C)nc3C)cs2)c1	-1.5	-2	1	-18	-5	0.8	-15	-17	-8
CCOC(=O)c1c(S(=O)(=O)Nc2ccc(C)c(F)c2)c(C)n(C)c1C	-0.9	0	-1	-13	-3	-2.2	11	-7	0
CCOP(=O)(OCC)C(C#N)=C1SCN(c2ccc(Cl)cc2)CS1	1.1	11	3	-1	5	-0.9	1	1	-6
CC(C)[C@H](NC(=O)c1ccco1)C(=O)OCc1cc(=O)n2c(n1)sc1ccccc12	-1.9	3	-1	-12	-6	2.0	19	1	8
